Compound activity (PubChem)
C8 TRAIL sens – viability loss with TRAIL in NB7+C8 cells, primary screen, TRAIL sensitizer project, cell-based, ATPlite luminescence | inhibition (viability loss, TRAIL sensitization), % at 10 µM | hit rate 1% among 360,000 | AID 624354, 2012;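 active means compounds causing at least 50% loss of cell viability in the single-dose screen, relative to plate controls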
CF NFkB block – inhibitors of PAF-induced NF-kB signaling, primary screen, cell-based, GFP fluorescence, uHTS | hit rate 0.86% among 360,000 | AID 588850, 2011 | inhibition, % at 5 µM | KKLEB NF-kB-GFP reporter, GFP fluorescence overnight;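 active means at least 50% inhibition at 5 µM, scaled per plate between neutral and stimulator controls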;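 further: PAF is a Pseudomonas aeruginosa culture filtrate used as stimulus; plate controls were PAF-stimulated DMSO wells for no effect and unstimulated DMSO wells for full effect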
KKLEB tox – cytotoxicity in KKLEB CF airway cells, primary screen, cytotoxicity control for CF NF-kB inhibitor project, cell-based, uHTS, fluorescence assay plates. KKLEB CF airway cells viability, ATPlite luminescence, overnight; stronger effect = lower value; cells stimulated with P. aeruginosa culture filtrate. activity change (cytotoxicity), % at 5 µM. hit rate 0.36% among 360,000;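 active means corrected activity change at or below -50% at 5 µM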
Shn3 inh set2 – reduction of Shn3 3'UTR firefly luciferase signal, primary screen, Schnurri-3 inhibitor project, cell-based, Clone20 osteoblasts, set 2. Clone20 osteoblast Shn3 3'UTR firefly luciferase, 24 h. inhibition, % at 12.5 µM. hit rate 0.52% among 360,000. AID 588674, 2011;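 active means mean inhibition of at least 75% with every replicate also reaching 75%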;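 further: 0% = median of neutral control wells and 100% = pilot-screen positive control compound; some compounds past the cut are filed as inactive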
Peg3 promoter – Peg3 promoter-driven luciferase inhibitors, primary screen, cell-based, HeLa, luciferase luminescence; hit rate 1.7% among 360,000; AID 588405, 2011; inhibition, % at 20 µM; HeLa PEG-Prom luciferase reporter, overnight;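 active means inhibition of at least 50% at 20 µM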
HIF-2a inh – HIF-2a reporter inhibitors, primary screen, luminescence, 786-0 RCC cells | 786-0 RCC cells HIF-2a reporter, luciferase luminescence, overnight | inhibition, % at 18.8 µM | AID 624352, 2012 | hit rate 0.72% among 360,000;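 active means inhibition of the luminescence signal of 40% or more relative to plate controls, in a single-dose primary screen at 18.75 µM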
NR2E3 ag-1 – inhibitors of NR2E3-RetCOR corepressor binding, primary screen, NR2E3 agonist project, biochemical, TR-FRET, GST-NR2E3, biotin-RetCOR; Photoreceptor-specific nuclear receptor (Homo sapiens), Q9Y5X4; 1536-well; inhibition of corepressor binding, % at 4.78 µM; hit rate 0.12% among 320,000; AID 2300, 2010;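 active means percent inhibition above the cutoff of mean plus 3 SD of all tested compounds, set per screening campaign, cut at about 20% in these data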;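 further: 0% = DMSO wells and 100% = biotin wells as full block of FRET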
Target sequence (Q9Y5X4 whole entry, looked up): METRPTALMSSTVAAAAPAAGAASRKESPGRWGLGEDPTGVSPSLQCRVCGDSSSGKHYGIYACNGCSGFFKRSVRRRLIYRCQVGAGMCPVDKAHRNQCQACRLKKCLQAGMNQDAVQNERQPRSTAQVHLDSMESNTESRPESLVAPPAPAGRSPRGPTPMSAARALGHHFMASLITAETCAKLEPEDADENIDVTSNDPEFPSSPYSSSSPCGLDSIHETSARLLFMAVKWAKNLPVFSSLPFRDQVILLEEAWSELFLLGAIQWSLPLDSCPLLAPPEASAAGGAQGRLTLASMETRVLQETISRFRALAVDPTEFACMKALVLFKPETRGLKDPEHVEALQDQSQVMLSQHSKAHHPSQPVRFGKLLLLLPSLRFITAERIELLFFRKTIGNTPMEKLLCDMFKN
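Material – GST-tagged NR2E3 plus biotinylated RetCOR corepressor · Quantity – NR2E3 fusion 1.35 nM · Times – 5 h incubation at 4 °C · Medium – pH 7.5 Tris-based buffer · Technique – TR-FRET, Eu(K)-anti-GST donor, streptavidin-D2 acceptor, ex 340, em 617/671 nm · Benchmarks – high control biotin, low control 0.6% DMSO · Format – 1536-well plates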
NR2E3 ag-2 – NR2E3 agonists in two-hybrid cells, primary screen, cell-based, luminescence, CHO-S, Gal4-NCOR/VP16-NR2E3; Photoreceptor-specific nuclear receptor (Homo sapiens), Q9Y5X4; luciferase; inhibition of corepressor binding, % at 3.98 µM; hit rate 0.35% among 360,000; AID 602229, 2012;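 active means inhibition above the mean of all tested compounds plus 3 SD, cut at about 70% in these data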;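 further: 0% = DMSO with NR2E3 transfected cells and 100% = cells lacking NR2E3 construct; higher means lower luciferase signal from less NR2E3 corepressor binding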
TRPM1 prom inh – inhibitors of MITF-dependent TRPM1 promoter reporter, primary screen, cell-based, SK-MEL-5, single point, luciferase | SK-MEL-5 TRPM1 promoter luciferase, 24 h | inhibition, % at 12.5 µM | hit rate 0.83% among 330,000 | AID 488899, 2010;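 active means mean inhibition across replicates of 60% or more, whatever share of single replicates reaches that level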; further: values of inactives mirror those of a sister screen read the other way
TWEAK Fn14 block – inhibitors of TWEAK-Fn14 signaling, primary screen, luciferase reporter cells, uHTS. TWEAK-stimulated Fn14 reporter cells, luciferase luminescence, 8 h. inhibition, % at 10 µM. hit rate 2% among 360,000. AID 1159606, 2016; in the data active means inhibition above about 50%
TROY NFkB inh – inhibitors of TROY-driven NF-kB signaling, primary screen, Q293 LMP1-TROYcd cells, NF-kB luciferase, uHTS. Q293 LMP1-TROYcd NF-kB luciferase reporter, 4 h. inhibition, % at 10 µM. AID 1347056, 2019. hit rate 0.98% among 360,000;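 active means compounds whose plate-normalised and pattern-corrected inhibition of the luciferase reporter signal at the single screening dose is 50% or more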
The depositor's hits bear a star; x = no result given. The list is partial (hit frequency here may not be typical).

SMILES	C8 TRAIL sens	CF NFkB block	KKLEB tox	Shn3 inh set2	Peg3 promoter	HIF-2a inh	NR2E3 ag-1	NR2E3 ag-2	TRPM1 prom inh	TWEAK Fn14 block	TROY NFkB inh
O=C1NC[C@H](CCCCN2C[C@H](Cc3ccc(O)cc3)N(Cc3ccccc3)C(=O)C2=O)N(CCc2ccc(O)cc2)C1=O	2	x	x	x	x	7	x	0	x	-6	-6
O=C(CSc1nnc(COc2ccccc2Cl)o1)NC(=O)NCc1ccco1	-13	23	6	19	-1	-6	-1	-13	-18	18	17
CCOC(=O)N1CCN(C(=O)CCCCCn2c(=S)[nH]c3ccsc3c2=O)CC1	-12	-10	3	-3	23	18	-1	-4	-2	-8	17
C=CCc1c(C)nc(C)nc1N/N=C/c1ccccc1	-15	-3	-1	-19	-8	13	-1	-31	1	-23	-18
OCCc1ccc(NCCc2ccco2)cc1	-3	-19	-7	-38	-123	-118	x	-35	x	-21	4
Cc1ccccc1Cn1ccc(NC(=O)c2cnn3c2NC(c2ccccc2)CC3C(F)(F)F)n1 (configuration not stated)	12	-7	2	20	31	-72	-2	-21	9	5	22
O=C1c2ccccc2NC2(CCCC2)N1NS(=O)(=O)c1ccccc1	-9	-14	10	-19	16	11	3	-22	-3	17	2
COc1ccc(-c2nc3n(n2)C(c2ccncc2)C(C(N)=O)=C(C)N3)cc1 (configuration not stated)	2	-5	2	12	16	7	1	-8	15	12	-9
O=C(CNC(c1ccccc1)c1ccccc1)Nc1ccccc1-c1ccccc1	4	45	-12	78	5	4	1	-26	-4	23	29
CCOC(=O)CC1C(=O)NCCN1C(=S)Nc1ccccc1 (configuration not stated)	-1	6	-2	-1	3	8	-2	0	8	2	-3
Cc1ccc(C2NCCS2)cc1 (configuration not stated)	11	12	11	-20	-5	9	1	-31	-3	28	-13
O=C(CCc1cccc(Cl)c1)NC1CCCN(Cc2ccccc2F)C1 (configuration not stated)	-7	-7	6	11	20	15	-4	8	5	-20	15
c1ccc2c3c(cc(N4CCOCC4)c2c1)OC1(N2CCOCC2)CCCCC1O3 (configuration not stated)	22	-3	1	-10	21	9	-4	-11	5	-3	14
O=C(CN1C(=O)CCC1=O)Nc1nc2c(F)cc(F)cc2s1	-1	-4	9	-10	-21	-32	1	-14	-15	-25	-5
COc1cccc(C(=O)Nc2cccc3c2ccc2cccn23)c1	-8	23	-1	0	-1	-68	1	-7	-11	37	15
COc1ccccc1NS(=O)(=O)c1ccc(C)c(C(=O)NNC(=O)c2csc(N3CCOCC3)n2)c1	24	-26	3	4	-20	6	x	15	-1	-2	-2
O=C(NN=C1C2CC3CC(C2)CC1C3)c1ccncc1	-6	2	-5	-10	-1	14	0	-15	-1	5	-2
CC(C)Oc1ccc(C(=O)OCC(=O)c2ccc[nH]2)cc1	10	-14	5	-134	-404	-310	x	-33	-85	-25	-23
CNC(=O)C1CN(C(=O)c2nn(Cc3ccccc3)c(=O)c3ccccc23)c2ccccc2O1 (configuration not stated)	-3	-8	3	6	16	-7	x	-41	x	14	-2
Cc1[nH]c2c(C)cccc2c(=O)c1CN1CCCCCC1	-3	-10	2	-15	-22	-14	0	-40	-6	-14	-17
CCn1nnc(NC(=O)c2cc(Cl)c(OC)c(Cl)c2)n1	-8	-4	5	-31	5	-2	0	6	-3	-2	-4
Cc1sc2ncnc(Sc3nnnn3-c3ccccc3)c2c1C	3	80*	-54*	1	72*	24	6	-12	69*	101*	67*
O=C(CN1CCN(S(=O)(=O)N2CCCCCC2)CC1)Nc1ccc(F)cc1	5	8	-1	9	16	8	2	8	6	0	4
CCCCOC(=O)c1c(C)oc2ccc(NS(=O)(=O)c3ccc4c5c(cccc35)C(=O)N4)cc12	-5	-13	3	-2	18	9	-6	-2	-19	22	26
C=CCn1sc(=N)c(C#N)c1N	-15	14	1	-8	15	14	-2	-13	-1	18	-1

TRPM1 prom inh: what is marked active above.
mol	CF NFkB block	Shn3 inh set2	Peg3 promoter	HIF-2a inh	NR2E3 ag-1	NR2E3 ag-2	TRPM1 prom inh	TWEAK Fn14 block
Cc1sc2ncnc(Sc3nnnn3-c3ccccc3)c2c1C	80*	1	72*	24	6	-12	69*	101*

Part of the list above in order of count of non-hydrogen atoms, highest first:
SMILES	C8 TRAIL sens	CF NFkB block	KKLEB tox	Shn3 inh set2	Peg3 promoter	HIF-2a inh	NR2E3 ag-1	NR2E3 ag-2	TRPM1 prom inh	TWEAK Fn14 block	TROY NFkB inh
O=C(CNC(c1ccccc1)c1ccccc1)Nc1ccccc1-c1ccccc1	4	45	-12	78	5	4	1	-26	-4	23	29
COc1cccc(C(=O)Nc2cccc3c2ccc2cccn23)c1	-8	23	-1	0	-1	-68	1	-7	-11	37	15
O=C(CN1C(=O)CCC1=O)Nc1nc2c(F)cc(F)cc2s1	-1	-4	9	-10	-21	-32	1	-14	-15	-25	-5
C=CCc1c(C)nc(C)nc1N/N=C/c1ccccc1	-15	-3	-1	-19	-8	13	-1	-31	1	-23	-18

Single entries from the results shown.
CCOC(=O)N1CCN(C(=O)CCCCCn2c(=S)[nH]c3ccsc3c2=O)CC1 – Shn3 inh set2: -3
O=C(NN=C1C2CC3CC(C2)CC1C3)c1ccncc1 – C8 TRAIL sens: -6

Returning to the listing, starting 4 compounds before the break.
SMILES	C8 TRAIL sens	CF NFkB block	KKLEB tox	Shn3 inh set2	Peg3 promoter	HIF-2a inh	NR2E3 ag-1	NR2E3 ag-2	TRPM1 prom inh	TWEAK Fn14 block	TROY NFkB inh
Cc1sc2ncnc(Sc3nnnn3-c3ccccc3)c2c1C	3	80*	-54*	1	72*	24	6	-12	69*	101*	67*
O=C(CN1CCN(S(=O)(=O)N2CCCCCC2)CC1)Nc1ccc(F)cc1	5	8	-1	9	16	8	2	8	6	0	4
CCCCOC(=O)c1c(C)oc2ccc(NS(=O)(=O)c3ccc4c5c(cccc35)C(=O)N4)cc12	-5	-13	3	-2	18	9	-6	-2	-19	22	26
C=CCn1sc(=N)c(C#N)c1N	-15	14	1	-8	15	14	-2	-13	-1	18	-1
CC(C)(C)c1ccc(C(=O)N2CCC(NC(=O)c3ccccc3)CC2)cc1	-7	-10	-2	-6	18	19	0	-9	-6	13	9
C=CCn1c(SCC(=O)Nc2ccc(N3CCOCC3)cc2)nnc1-c1ccco1	-1	15	-2	1	-162	-74	1	-6	9	-27	-39
Cc1ccc(NC(=O)COC(=O)c2ccc3c(=O)n4c(nc3c2)CCC4)c(Br)c1	-2	16	-14	20	-8	0	2	-9	2	-19	7
O=C(O)c1cc(-c2ccncc2)nc2ccc(S(=O)(=O)N3CCOCC3)cc12	5	-4	-14	8	18	3	5	0	1	5	-9
Cc1ccc(NC(=O)c2sccc2-n2cccc2)c(C)c1	-6	-3	-2	16	-24	-30	0	-22	-7	5	0
Cn1c(SCc2cccc(F)c2)nnc1-c1ccccn1	3	-12	1	-57	-133	-146	-1	-37	-41	-20	-64
Brc1ccc(-c2nnc(Cc3ccccc3)o2)cc1	24	5	-2	-71	-267	-315	4	-95	x	-27	-52
COc1ccc(OC)c(CN2CCN(CC(=O)Nc3ccccc3C(=O)NC3CC3)CC2)c1	-12	-24	13	5	5	4	0	9	-13	-7	-12
CCC(=O)N1N=C(c2cccc(NS(C)(=O)=O)c2)CC1c1cccs1 (configuration not stated)	-3	-8	6	-11	6	6	1	-20	-4	18	-10
N#CC(C#N)=CNc1cccnc1	7	48	-30	-4	-1	9	-1	-8	-2	3	-1
Cc1c(C(=O)N2CCCC2)sc(NC(=O)c2ccccc2)c1C#N	9	14	9	1	-2	-2	-2	-6	18	12	21
Cc1ccc([N+](=O)[O-])cc1N/C=C1\CCc2ccccc2C1=O	22	16	-19	-1	-76	-74	-1	-27	-17	-54	-29
C=CCSc1nnc(NC(=O)C2CC(=O)N(c3ccc4c(c3)OCCO4)C2)s1 (configuration not stated)	-2	9	2	-5	-6	-3	x	24	x	8	13
C=CCc1cccc(CNc2nc3ccccc3n2CCN2CCOCC2)c1O	17	-11	3	16	21	-4	5	-2	-1	17	-1
COc1cccc(Cn2nc(C(=O)O)c3ccccc3c2=O)c1	-3	12	-6	-4	-7	2	1	-39	-5	-17	9
COc1ccc2c(CC(=O)N(C)CC3COc4ccccc4O3)coc2c1 (configuration not stated)	-7	9	-17	10	14	1	-3	-17	3	15	12
O=C(Cn1cc(C(=O)c2ccco2)c2ccccc21)NC1CC1	1	5	2	-8	-10	9	5	-12	11	10	11
COc1ccc(Cc2c(C(C)(C)C)nc3cc(C)c(Br)c(C)n23)c(C)c1	-15	x	x	x	x	18	x	10	x	23	-8
CCCN1CCN(CCCNC(=O)CN2C(=O)COc3ccc(C(C)(C)C)cc32)CC1	-3	-18	-11	0	-5	2	x	19	x	-26	1
CCN(CC(=O)Nc1c(F)cccc1F)C(=O)CNC(=O)c1cccs1	-2	1	6	-8	-7	11	3	-6	12	11	7
COc1ccc2oc(=O)c(N3C(=O)c4ccccc4C3=O)cc2c1	-5	-7	20	-13	5	13	0	-6	-2	6	-11
Cc1c(C(=O)NC2CCOC2)oc2c(F)cccc12 (configuration not stated)	3	-12	2	-135	-298	-251	-1	-96	-79	-10	-48
CC(=O)Nc1ccn(Cc2c(F)cccc2Cl)n1	-2	-15	-8	3	-48	-44	3	-45	-13	-17	-19
COCCNC(=O)C(C(=O)c1ccc(F)cc1)n1cc(C)ccc1=O (configuration not stated)	3	-4	-8	9	-1	5	3	-21	-8	-8	1
CCOc1ccc(-n2c(SCC(=O)Nc3ccc(C(=O)O)cc3)nc3ccccc3c2=O)cc1	15	-15	9	16	8	15	2	5	0	4	-9
CCn1c(SCc2cccc(F)c2)nc2c(c1=O)SCC2	9	-4	1	8	25	23	5	-14	4	2	28
CCCC(=O)Oc1ccc(C2NC(=O)c3ccccc3O2)cc1OC (configuration not stated)	3	6	-3	0	0	12	-1	-24	7	-7	13
